Polio RdRp inh: poliovirus RdRp elongation inhibitors, primary screen, biochemical, fluorescence polarization, total intensity; Genome polyprotein (Poliovirus type 1 (strain Mahoney)), P03300; poliovirus polymerase elongation; active compounds read low; % elongation, % (compound at 16.7 µg/mL); 0.66% of 150,000 active; in the data active = % elongation below about 90%; note: some results filed as inactive read as strong as hits
Target sequence (P03300 1749-2209 limits assumed): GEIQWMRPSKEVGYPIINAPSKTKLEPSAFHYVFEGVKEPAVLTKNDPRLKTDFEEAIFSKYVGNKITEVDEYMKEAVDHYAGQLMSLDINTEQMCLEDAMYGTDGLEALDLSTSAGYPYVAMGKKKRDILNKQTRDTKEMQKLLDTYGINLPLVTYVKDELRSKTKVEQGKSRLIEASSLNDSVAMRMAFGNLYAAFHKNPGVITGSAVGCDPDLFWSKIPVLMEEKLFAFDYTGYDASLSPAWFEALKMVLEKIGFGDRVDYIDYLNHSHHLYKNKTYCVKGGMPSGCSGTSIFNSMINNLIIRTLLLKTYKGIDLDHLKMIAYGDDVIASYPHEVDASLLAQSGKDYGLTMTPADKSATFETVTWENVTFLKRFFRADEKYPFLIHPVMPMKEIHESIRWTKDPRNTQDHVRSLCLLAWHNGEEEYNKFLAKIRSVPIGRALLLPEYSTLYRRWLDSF
Polio RdRp inh FP z-score: recorded beside Polio RdRp inh, whose call it bears; z-score; measured here: FP z-score; hits read low
Starred values were filed as active, the others as inactive.

Preview:
SMILES	Polio RdRp inh	Polio RdRp inh FP z-score
CC(=O)Nc1oc(-c2ccco2)c(-c2ccco2)c1C#N	94	-0.9
COc1cccc(CNC(=O)c2cccc(-n3c(C)nc4cccnc43)c2)c1OC	115	1.3
O=c1onc(-c2cccc(C(F)(F)F)c2)n1-c1ccccc1	103	0.4
CC1CCCC(NC(=O)CC2Nc3ccccc3NC2=O)C1C (stereo not drawn)	102	0
Cc1csc(=O)n1CCC(=O)OC(C)C(=O)c1ccc(Br)cc1 (stereo not drawn)	102	-0.2
CCOC(=O)CC1=C(C(=O)OCC)C2(C(=O)N(CC(N)=O)c3ccccc32)C(C(=O)OCC)=C(N)O1 (stereo not drawn)	103	0.1
COc1ccc(OC)c(NC(=O)Cn2cnc3sc(C)c(S(=O)(=O)N4CCN(c5ccccc5OC)CC4)c3c2=O)c1	108	0.5

The list itself, from the start:
SMILES	Polio RdRp inh	Polio RdRp inh FP z-score
CC(=O)Nc1oc(-c2ccco2)c(-c2ccco2)c1C#N	94	-0.9
COc1cccc(CNC(=O)c2cccc(-n3c(C)nc4cccnc43)c2)c1OC	115	1.3
O=c1onc(-c2cccc(C(F)(F)F)c2)n1-c1ccccc1	103	0.4
CC1CCCC(NC(=O)CC2Nc3ccccc3NC2=O)C1C (stereo not drawn)	102	0
Cc1csc(=O)n1CCC(=O)OC(C)C(=O)c1ccc(Br)cc1 (stereo not drawn)	102	-0.2
CCOC(=O)CC1=C(C(=O)OCC)C2(C(=O)N(CC(N)=O)c3ccccc32)C(C(=O)OCC)=C(N)O1 (stereo not drawn)	103	0.1
COc1ccc(OC)c(NC(=O)Cn2cnc3sc(C)c(S(=O)(=O)N4CCN(c5ccccc5OC)CC4)c3c2=O)c1	108	0.5
CCOCCn1ccc2c(OCc3cccnc3)cccc2c1=O	103	0.4
CCc1ccc(NC(=O)Nc2ccc3c(c2)N(C)C(=O)c2ccccc2S3)cc1	104	0.5
COc1cc2c(cc1N)CCCC2	101	0
COc1cc2ccccc2cc1C(=O)N1CCN(c2nc3c(F)cccc3s2)CC1	108	0.4
Oc1ccccc1-c1nc2cnccn2c1Nc1ccc(Cl)cc1	108	0.8
O=C1NCCCCC1NS(=O)(=O)c1ccc2c(c1)OCCCO2 (stereo not drawn)	106	1.6
Cc1ccc(S(=O)(=O)N2CCN(C(=O)CCN3C(=O)c4ccccc4C3=O)CC2)cc1	102	-0.2
Cc1c2c(n3c(nc4ccccc43)c1C#N)N(c1ccccc1)CC2	56	-9.1
OCCP(c1ccccc1)c1ccccc1	100	0.1
Fc1ccc(-c2oncc2-c2nnnn2-c2ccc(Cl)cc2)c(F)c1	102	0.2
Cc1ccc2oc(C(=O)Nc3cccc(-c4nc5ccccc5s4)c3)c(C)c2c1	96	-0.8
Nc1ccc2nc(-c3ccc(O)cc3)sc2c1	94	-1.2
c1ccc(-c2cn3c4ccccc4nc3n2CCCN2CCOCC2)cc1	99	-0.6
CCCC(=O)O/N=C(\c1ccccc1)c1ccncc1	104	0.7
CCCCn1c(NCc2cc(Cl)ccc2O)nc2ccccc21	102	-0.5
Cc1ccc(N2CN=C(c3ccccc3)NC2=S)cc1	102	-0.2
Cc1ccc(OCC(=O)Nc2ccc(S(=O)(=O)Nc3cc(C)nc(C)n3)cc2)c(Br)c1	101	-0.4
Cc1ccccc1-n1c(SCc2nnc(-c3cc4c(s3)CCCC4)o2)nnc1N1CCOCC1	99	-0.3
Cc1ccc(C)c(SCC(=O)OCC(=O)c2ccc(F)cc2)c1	103	0.3
Cc1ccc(Cl)cc1N1CCN(C(=O)c2cc(S(=O)(=O)N3CCCCCC3)cn2C)CC1	105	-0.1
CCCCC1CCC(C(=O)Nc2nonc2-c2ccc(OCC)cc2)CC1 (stereo not drawn)	106	2.3
COCCn1nnnc1CN(Cc1ccco1)Cc1cc2cc(OC)ccc2[nH]c1=O	100	-0.6
Cc1cc(C)n(C(C)n2nc(C)cc2C)n1	102	0.1

A few values from the results shown:
Cc1cc(C)n(C(C)n2nc(C)cc2C)n1 | Polio RdRp inh: 102
Cc1ccc(Cl)cc1N1CCN(C(=O)c2cc(S(=O)(=O)N3CCCCCC3)cn2C)CC1 | Polio RdRp inh FP z-score: -0.1
c1ccc(-c2cn3c4ccccc4nc3n2CCCN2CCOCC2)cc1 | Polio RdRp inh: 99
Cc1ccc(C)c(SCC(=O)OCC(=O)c2ccc(F)cc2)c1 | Polio RdRp inh FP z-score: 0.3

Two records drawn at random from the list so far:
SMILES	Polio RdRp inh	Polio RdRp inh FP z-score
CCCCC1CCC(C(=O)Nc2nonc2-c2ccc(OCC)cc2)CC1 (stereo not drawn)	106	2.3
COc1cccc(CNC(=O)c2cccc(-n3c(C)nc4cccnc43)c2)c1OC	115	1.3

Next results.
SMILES	Polio RdRp inh	Polio RdRp inh FP z-score
O=C(CN1CCN(Cc2ccccc2)C1=O)NCCc1ccccc1	103	0.2
CCN1C(=O)S/C(=C/c2cc(C)n(-c3ccc(S(N)(=O)=O)cc3)c2C)C1=O	101	0.1
CCOc1cc(N2CCOCC2)c(OCC)cc1NC(=O)CN1c2ccccc2CC1C (stereo not drawn)	99	-0.4
Cc1ccc(C)c(C(=O)CSc2nc(-c3ccccc3)nc3c2CCCC3)c1	109	1.1
CN(CCO)c1ccc(-c2nc(-c3ccccc3)c(-c3ccccc3)[nH]2)cc1	103	0.3
O=C(O)c1ccccc1-c1ccc(C(F)(F)F)cc1	104	0.7
Cc1ccc(S(=O)Cc2ccc(C(=O)N3CCN(C(=O)c4ccco4)CC3)o2)cc1 (stereo not drawn)	104	0.9
COc1ccc(-c2nnc3n(Cc4ccccc4)c(=O)c4ccccc4n23)cc1	102	-0.4
CNS(=O)(=O)c1cc2c3c(cccc3c1)C(=O)NC2=O	104	1.2
COC(=O)c1sccc1S(=O)(=O)N(CC(=O)NCc1ccccc1)c1ccc(C)c(C)c1	103	-0.7
CCOC(=O)C1CCN(C(=O)Cc2ccc(C)cc2)CC1	102	0
O=C(NC1(C(F)(F)F)C(=O)Nc2c1c(=O)[nH]c(=O)n2-c1ccccc1)c1ccccc1 (stereo not drawn)	103	-0.5
Cc1[nH]c2ccccc2c1C(=O)C(=O)NC1CC(=O)N(c2ccccc2)C1 (stereo not drawn)	112	1.1
NCCNC(=O)Cc1ccc(O)cc1	101	-0.4
Cc1cccc(CNC(=O)c2cc3cc(S(=O)(=O)N4CCCCC4)ccc3n2C)c1	113	1.1
Cc1cccc(N2CCN(C(=O)CCc3c(C)nc4c(c3C)c(=O)n(C)c(=O)n4C)CC2)c1C	104	-0.9
CCOc1ccccc1CNCc1c(C(=O)O)c(C)n(Cc2ccc(C)cc2)c1C	107	-0.2
Cc1cc(C(=O)c2cccs2)c(N)s1	110	3.1
CC1CCC(COC(=O)CN2CCCCC2)C(C)C1 (stereo not drawn)	99	-0.8
CCOc1ccc(C2C(C(N)=O)=C(C)Nc3nc(-c4ccc(OC)cc4)nn32)cc1 (stereo not drawn)	105	-0.1
CS(=O)(=O)/C(C#N)=C/Nc1cnccn1	109	1
NNc1c(F)c(F)nc(F)c1F	105	0.4
CC(C)c1ccc(CN(Cc2ccco2)c2cnc(S(C)(=O)=O)nc2C(=O)Nc2ccc(F)cc2)cc1	108	0.3
CCc1ccc(NC(=O)CNC(=O)Cn2c(C)cc3ccccc3c2=O)cc1	107	0.6
CCNC(=O)N1c2ccc(CC)cc2C(C)=CC1(C)C	104	0.4
CN1N=C(C(=O)Nc2nc3ccc(F)cc3s2)CCC1=O	96	-0.2
COC(=O)C1CSCN1S(C)(=O)=O (stereo not drawn)	106	0.3
COC(=O)c1ccc2c(=O)nc3n(c2c1)Cc1ccccc1-3	101	-0.2
COc1ccc(-n2cc(C(=O)Nc3ccc(C(=O)N4CCCCC4)cc3)nn2)cc1	104	1.4
CCC(Oc1cccc(Cl)c1)C(=O)NN1CCOCC1 (stereo not drawn)	100	-0.1
Cn1c(S(=O)(=O)CC(N)=O)nc2ccccc21	102	1.2
CC(=O)NC1(c2ccccc2)CCN(C)C(c2ccccc2)C1C (stereo not drawn)	103	0.4
COc1ccc(NS(=O)(=O)c2ccc3c(c2)CCCN3C(=O)C2CCC2)cc1OC	109	0.5
O=C(C1c2ccccc2Oc2ccccc21)N(Cc1ccco1)C1CCS(=O)(=O)C1 (stereo not drawn)	104	0.1
Cn1nnc(-c2ccc(C(=O)O)cc2)n1	99	-1.1
CCc1n[nH]c(=O)n1Nc1ccccc1	102	-0.1
COc1cccc(-c2nc(CS(=O)(=O)CC(=O)NCc3cccc(Cl)c3)c(C)o2)c1	105	0
COc1ccc(-n2nnnc2C2CCN(S(=O)(=O)c3cc(Cl)ccc3OC)CC2)cc1	112	1
O=C(NCc1ccncc1)c1cccc(S(=O)(=O)N2CCc3ccccc32)c1	104	0.2
Cc1ccc(C2C(C#N)=C(N)Nc3oc(C)nc32)cc1 (stereo not drawn)	103	0.5
COc1ccccc1NC(=O)C1=C(C)Nc2nc(SCc3cccc(F)c3)nn2C1c1ccc(C(=O)O)cc1 (stereo not drawn)	106	0.2
N#CC1=C2Sc3ccccc3N2CC1=O	97	-1
CC(C)(C)c1ccc(OCc2ncc(S(=O)(=O)c3ccccc3)c(N)n2)cc1	105	0.3
CC1CCCC(NS(=O)(=O)c2cccc(C(=O)O)c2)C1C (stereo not drawn)	95	-0.7
Cc1cc(C2(O)CSc3nc4cc(C(F)(F)F)ccc4n32)ccc1Cl (stereo not drawn)	107	0.3
O=C1CSC(=S)N1/N=C/c1cc(Br)cc(Br)c1O	90*	-3*
CCN(Cc1ccccc1)C(=O)C(C)Oc1ccccc1 (stereo not drawn)	108	0.7
c1ccc2sc(COc3ncnc4sccc34)nc2c1	119	2.4
c1ccc(-c2csc(N3CCc4ccccc43)n2)cc1	101	0.3
CCOC(=O)c1c(C)[nH]c(C)c1S(=O)(=O)NCC(=O)Nc1cccc(C#N)c1	105	-0.1
CCC(CC)C(=O)Nc1cc(-c2cccc(C)c2)nn1-c1ccccc1	108	0
CN(C)S(=O)(=O)c1ccc(C(=O)N2CCN(Cc3nc4sc5c(c4c(=O)[nH]3)CCCC5)CC2)cc1	102	0.1
Cc1ccccc1CNC(=O)CSc1nnc(C)c2c(C)n(-c3ccccc3)nc12	101	-0.8
Cc1nn(S(=O)(=O)N2CCOCC2)c(C)c1Cl	100	-0.6
COc1ccc(CCN=Cc2ccc(Oc3nccc(C(F)(F)F)n3)cc2)cc1OC	106	0.1
CCOC(=O)c1ccc(NC2CCCc3c2n(C)c2ccc(C)cc32)cc1 (stereo not drawn)	102	-0.1
COc1ccc(C2c3c(n(C)c4ccccc34)C(=O)N2CC(=O)Nc2cccc(F)c2)cc1 (stereo not drawn)	106	0.1
COc1cc2[nH]c(=O)n(CCCC(=O)NCc3ccccc3)c(=O)c2cc1OC	104	-0.3
CCOC(=O)COc1cc(=O)n(CC)c2ccccc12	101	-0.2
Cc1ccc(C(=O)NC2(C(F)(F)F)C(=O)Nc3c2c(=O)[nH]c(=O)n3CCc2ccccc2)cc1 (stereo not drawn)	100	-0.3

Other compounds
SMILES	Polio RdRp inh	Polio RdRp inh FP z-score
O=C1/C(=C/c2ccc(Cl)cc2)COC/C1=C\c1ccc(Cl)cc1	103	0.1
CCOc1nc(Cl)nc(N2CCCCC2C)n1 (stereo not drawn)	106	0.2
N#Cc1ccccc1CO/N=C/c1ccc(N2CCOCC2)cc1	102	-0.1
CC(=O)Nc1ccc(/C=C2/C(=O)N=C(N)N2C)cc1	100	-0.9
CCOC(=O)C1C(=O)C=C(N2CCOCC2)CC1c1cccc(OC)c1 (stereo not drawn)	103	-0.2
O=C(COC(=O)[C@@H]1CCCN1C(=O)c1cccs1)Nc1ccccc1	101	-0.1
Cc1cc2nnc(SCCC(=O)O)n2c2ccccc12	101	-0.6
COc1ccc(C(=O)Nc2nc3c(s2)Cc2cc(OC)ccc2-3)cc1	67*	-6.1*
Cn1c(-c2ccccn2)[n+](C)c2ccccc21	104	0.6
Cn1c(=O)cc(SCC(=O)NCCN2CCN(c3cccc(Cl)c3)CC2)c2ccccc21	100	-0.2
CCCc1cc(NCCc2ccccc2)n2c(nc3ccccc32)c1C#N	99	-0.5
CN1CCc2c(sc3nc(=S)[nH]c(N)c23)C1	103	0.2
Cc1ccc(OCC(=O)OCc2cc(=O)n3nc(C4CCCCC4)sc3n2)cc1	105	-0.2
COCCn1c(C)cc(C(=O)COC(=O)c2cccc(O)c2)c1C	95	-0.6
CCCCOc1ccc(C(=O)NCC2(N3CCN(C)CC3)CCCCC2)cc1	109	0.6

Sorted by length of the SMILES (ascending): 3 of the compounds above.
SMILES	Polio RdRp inh	Polio RdRp inh FP z-score
CCOc1nc(Cl)nc(N2CCCCC2C)n1 (stereo not drawn)	106	0.2
CN1CCc2c(sc3nc(=S)[nH]c(N)c23)C1	103	0.2
COc1ccc(C(=O)Nc2nc3c(s2)Cc2cc(OC)ccc2-3)cc1	67*	-6.1*

The list goes on:
SMILES	Polio RdRp inh	Polio RdRp inh FP z-score
O=C(Cc1cn2ccsc2n1)N/N=C/c1ccc(N2CCCCC2)cc1	102	0.1
O=C(Nc1nnc(C2CC2)s1)C(c1ccccc1)c1ccccc1	104	0.4
CN(C)P(=O)(OCC(F)(F)F)N(C)C	102	0.9
O=C(NC1=NCCS1)c1cc(-c2ccc3c(c2)OCO3)nc2c1cnn2Cc1ccc(Cl)cc1	106	0.5
O=C(Nc1ccccc1SCC(O)Cn1ccc2ccccc21)c1ccc(Cl)cc1 (stereo not drawn)	99	-0.7
Cn1c(SCc2cc(=O)n3ccsc3n2)nnc1C1CC1	102	0
CC12CC(NC(=O)N1c1ccc(C(=O)NCc3ccccc3)cc1)c1ccccc1O2 (stereo not drawn)	103	0.4
CCOC(=O)N1CCN(Cc2sccc2C)CC1	101	0.5
CCN(CC)C(=O)N[C@H]1C=C2c3cccc4[nH]cc(c34)C[C@H]2N(C)C1	83	-4.8
O=C(CSc1nnc(-c2sc3ccccc3c2Cl)o1)N1CCN(C(=O)c2ccco2)CC1	93	-1.9
c1ccc(-c2nn3c(-c4ccccc4)nnc3s2)cc1	101	0
CCOc1ccccc1N1CCN(S(=O)(=O)c2ccc(C3CCCCC3)cc2)CC1	104	0
COCC(C)n1c(SCc2cc(=O)n3cc(C)ccc3n2)nc2ccccc2c1=O (stereo not drawn)	102	-0.3
CCS(=O)(=O)c1nc2ccccc2n1CC(=O)N(C(C)C)C(C)C	107	1.7
COCc1cc(C)nc2sc(C(=O)N3CCN(c4ccccc4)CC3)c(N)c12	100	-0.3

Some of the compounds tested (hit frequency here may not be typical).
